XIAP antagonists – XIAP antagonists, biochemical, IAP family, fluorescence polarization (AID 1018); displacement, % at 20 µM; hits with a dose series show IC50 in µM; 200,000 compounds, 0.007% hits; E3 ubiquitin-protein ligase XIAP (Homo sapiens); XIAP BIR domain, fluorescence polarization peptide displacement; higher % means a stronger effect; in the data active = displacement above about 50%; also: a part of the inactive calls stands beside numbers as strong as those of hits
K1F lysis inhibition – inhibition of K1F phage lysis, E. coli UTI89, bacterial capsule biogenesis inhibitors, alamar blue (AID 488966); E. coli UTI89 K1F phage lysis, alamar blue, 2 h; higher % means a stronger effect; inhibition, % at 100 µM, or IC50 in µM where a hit was titrated; 340,000 compounds, 0.02% hits;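 active = phage lysis inhibition, versus mean bacterial control, above a set limit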;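 also: capsule biogenesis inhibitors block K1F phage lysis so surviving cells raise fluorescence; higher fluorescence means more inhibition of phage lysis; actives were called in the ten point dose series up to 300 µM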
M1AAP inhibition – P. falciparum M1AAP inhibitors, biochemical, fluorogenic H-Leu-NHMec substrate, 1536-well (AID 1445); inhibition, % at 30 µM, or IC50 in µM where a hit was titrated; recombinant M1AAP, H-Leu-NHMec fluorogenic kinetic assay; higher % means a stronger effect; 220,000 compounds, 0.42% hits;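 active = primary inhibition above the hit cutoff, then over 50% inhibition at one or more dose response concentrations, cut at about 23% in these data, passing the limit was not always enough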;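 also: plate controls were DMSO full reaction for no effect and no enzyme background for full effect; strong numbers were not always called active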
Lipid droplet – inhibitors of hepatocyte lipid droplet formation, primary screen, imaging, high-throughput imaging, BODIPY stain | 240,000 compounds, 0.4% hits | AML12 mouse hepatocytes, oleate lipid droplets | inhibition, % at 6.5 µM;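 active = lipid droplet intensity inhibited by at least 50%, with more than 500 cells counted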
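Technique: fluorescence imaging, 20x objective, two fields per well / Assay system: AML12 hepatocytes (mouse) / Measure: % inhibition of lipid droplet signal / Doses: 6.5 µM single-point dosing / Incubation: overnight exposure / Reagent: 100 µM oleic acid challenge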
PMI inhibitors – inhibitors of human PMI, primary screen, biochemical, fluorescence intensity, coupled assay (AID 1209); inhibition, % at 20 µM; hits with a dose series show IC50 in µM; purified PMI enzyme, coupled fluorescence intensity; higher % means a stronger effect; Mannose-6-phosphate isomerase (Homo sapiens); 190,000 compounds, 0.42% hits;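 also: plate controls were DMSO vehicle for no effect and wells lacking substrate for full effect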
P. falciparum M17LAP – P. falciparum M17LAP inhibitors, primary screen, biochemical, fluorogenic H-Leu-NHMec substrate, 1536-well (AID 1619); Leucine aminopeptidase (Plasmodium falciparum (isolate 3D7)); recombinant M17LAP, H-Leu-NHMec fluorogenic kinetic assay; higher % means a stronger effect; inhibition, % at 30 µM, or IC50 in µM where a hit was titrated; 220,000 compounds, 0.38% hits;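 active = compound inhibiting the enzyme by more than half at any dose during confirmatory dose-response retesting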;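 also: plate controls were full reaction with DMSO carrier for no effect and no enzyme background for full effect; strong numbers were not always called active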
human PMI inhibitors – human PMI inhibitors, high substrate, primary screen, biochemical, fluorescence intensity, high mannose 6-phosphate (AID 1220); recombinant PMI enzyme, coupled fluorescence intensity; higher % means a stronger effect; one-dose inhibition, % at 20 µM; IC50 in µM for titrated hits; 190,000 compounds, 0.66% hits
Siah-1 displacement – Siah-1 peptide-binding antagonists, primary screen, biochemical, fluorescence polarization, rhodamine-plectin, uHTS (AID 1817); 290,000 compounds, 0.02% hits; displacement, % at 20 µM; hits with a dose series show IC50 in µM; Siah-1 / rhodamine-plectin peptide fluorescence polarization; higher % means a stronger effect;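 active = displacement of at least 50% at 20 µM, with a fluorescence ratio check between 0.3 and a set limit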;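 also: plate controls were Siah plus tracer with DMSO for no effect and tracer alone without Siah for full effect; strong numbers were not always called active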
TNAP activators – human TNAP enzyme activators, primary screen, biochemical, luminescent, no phosphate acceptor, uHTS (AID 1001); one-dose activation fold at 20 µM; EC50 in µM for titrated hits; Alkaline phosphatase, tissue-nonspecific isozyme (Homo sapiens); 200,000 compounds, 0.03% hits; purified TNAP, luminescent activation assay, no phosphate acceptor; higher activation fold means a stronger effect; in the data active = activation fold from about 3, or a potency from the dose series; inactive = the rest, 99 in 100 with activation fold below about 1.6; also: many of its hits are not listed in these tables
Lipid droplet cells 6.5 µM – recorded beside Lipid droplet, whose call it bears; cell count; measured here: cell count, cytotoxicity flag;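 cells counted across two imaged fields per well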
The depositor's hits bear a star; · = not tested or not shown; [ ] = another dose, or the depositor's remark. Rule as the data show it, unless noted: active = inhibition above about 50%; inactive = the rest.

SMILES | XIAP antagonists | K1F lysis inhibition | M1AAP inhibition | Lipid droplet | Lipid droplet cells 6.5 µM | PMI inhibitors | P. falciparum M17LAP | human PMI inhibitors | Siah-1 displacement | TNAP activators
CCOC(=O)Cc1nn(C)c(=O)c2ccccc12 | -0.3% | 2.3% | 1% | 1 | 820 | 2% | 4% | 0% | 4% | 1.2
CCc1c(O)c(/C(C)=N\O)c(=O)n(-c2ccccc2)c1-c1ccccc1 | -5.0% | 0.3% | 10% | -4 | 634 | -11% | 20% | -17% | 2% | 1.2
O=C(Nc1ccc2c(c1)OCCO2)C1CCN(C(=O)c2ccc([N+](=O)[O-])cc2)CC1 | -2.0% | -0.2% | 18% | 5 | 777 | 5% | 30% | 6% | -7% | 1
O=C(c1ccc2c(c1)OCO2)N1CCC2(CC1)Oc1ccc(Cl)cc1C(=O)C21CC(c2ccccc2)=NO1 (stereo not given) | · | 2.4% | 2% | 3 | 706 | · | -6% | · | 4% | ·
CSc1ccc(S(=O)(=O)Nc2ccc(NC(C)=O)cc2)cc1 | -4.3% | 0.5% | 8% | 18 | 817 | 9% | -13% | 2% | 2% | 1.1
Cc1ccc(NC(=O)CCC(=O)N/N=C/c2cccs2)cc1C | -2.3% | -0.8% | 7% | 8 | 714 | 1% | -14% | -3% | -5% | 1
COC(=O)c1sc(S(=O)(=O)NCCC(=O)O)c(C(=O)OC)c1C | -3.2% | 0.5% | -1% | -4 | 680 | 5% | -15% | 12% | -2% | 1.1
C/C(=N\NC(=O)c1cccc(S(=O)(=O)N2CCCC2)c1)c1ccco1 | -3.2% | -0.5% | 1% | -2 | 693 | 1% | 6% | 8% | 0% | 1.2
O=[N+]([O-])c1c(Nc2ccccc2)ccc2nonc12 | -4.2% | 0.3% | 14% | -17 | 590 | 17% | 8% | 18% | -5% | 1
O=C(/C=C/c1ccccc1)N/C(=C/c1ccccc1)C(=O)N1CCCCC1 | -3.4% | 0.4% | 14% | · | · | -2% | 6% | -2% | 5% | 1.1
Cc1ccsc1/C=C1\SC(N)=NC1=O | -2.2% | 0.4%[50 µM] | -4% | · | · | -3% | 18% | -4% | -4% | 1.1
CCn1cc(C(=O)OCC(=O)Nc2ccc(C(C)C)cc2)c(=O)c2ccc(C)nc21 | -5.3% | 0.0% | 1% | -5 | 667 | -3% | 0% | -1% | -6% | 1
Oc1ccc(/C=N/NC2=NCCCCC2)cc1 | -3.7% | 1.9% | 4% | 6 | 768 | -48% | -6% | -79% | 6% | 1.1
O=C1COc2ccc(-c3n[nH]c(=O)c4ccccc34)cc2N1 | -5.9% | -0.6% | 3% | 30 | 707 | -6% | 4% | -3% | 4% | 1
CCCCNC(=O)CN1C(=O)NC2NC(=O)NC21 (stereo not given) | -1.6% | -2.5% | 3% | · | · | -18% | -2% | -15% | -7% | 1
CN1CCN(C(=O)/C(=C\c2cccs2)NC(=O)c2cccs2)CC1 | -5.3% | 0.2% | 8% | 10 | 745 | -11% | 31% | -8% | -4% | 1
O=C(Cn1nnc2ccccc2c1=O)NCCc1ccc(Cl)cc1Cl | -5.0% | 0.3% | 3% | -19 | 685 | -4% | -3% | -8% | 3% | 1
O=C1C(Nc2ccccc2)=C(N2CCCCC2)C(=O)c2ccccc21 | -5.7% | 0.3% | 20% | · | · | -7% | 12% | 11% | 0% | 1
O=C(CSCc1c(F)cccc1Cl)Nc1cccnc1 | -4.3% | 0.4% | -3% | 31 | 697 | -1% | 20% | -4% | 14% | 1.1
COc1cc2c(=O)n(CC3CCCO3)c(=O)n(CC(=O)Nc3cccc(Cl)c3)c2cc1OC (stereo not given) | -5.5% | -0.5% | 13% | 7 | 701 | 1% | 1% | 1% | 0% | 1.2

Part of the list above in order of formula weight, high to low:
SMILES | XIAP antagonists | K1F lysis inhibition | M1AAP inhibition | Lipid droplet | Lipid droplet cells 6.5 µM | PMI inhibitors | P. falciparum M17LAP | human PMI inhibitors | Siah-1 displacement | TNAP activators
CCn1cc(C(=O)OCC(=O)Nc2ccc(C(C)C)cc2)c(=O)c2ccc(C)nc21 | -5.3% | 0.0% | 1% | -5 | 667 | -3% | 0% | -1% | -6% | 1
CN1CCN(C(=O)/C(=C\c2cccs2)NC(=O)c2cccs2)CC1 | -5.3% | 0.2% | 8% | 10 | 745 | -11% | 31% | -8% | -4% | 1
Cc1ccsc1/C=C1\SC(N)=NC1=O | -2.2% | 0.4%[50 µM] | -4% | · | · | -3% | 18% | -4% | -4% | 1.1

New compounds follow
SMILES | XIAP antagonists | K1F lysis inhibition | M1AAP inhibition | Lipid droplet | Lipid droplet cells 6.5 µM | PMI inhibitors | P. falciparum M17LAP | human PMI inhibitors | Siah-1 displacement | TNAP activators
CCc1ccccc1NC(=S)N(Cc1cccc(C)c1)c1cccnc1 | -1.8% | -0.2% | -7% | -15 | 660 | 9% | -2% | 11% | -1% | 1
O=C(COC(=O)C1CC1)Nc1ccc(N=Nc2ccccc2)cc1 | 3.9% | 3.7% | 0% | · | · | 1% | 9% | 1% | 11% | 1.1
N#CCCN1CCN(S(=O)(=O)c2ccc3c(c2)OCCCO3)CC1 | -2.8% | 1.6% | 5% | 9 | 807 | 8% | -9% | 5% | 1% | 1.1
Cc1cc(S(=O)(=O)NCCN2CCOCC2)c(C)s1 | -7.3% | 0.1% | 6% | 19 | 692 | 6% | 3% | 3% | -2% | 1.1
CCOC(=O)C1CCN(C(=O)Cn2cc3c(n2)CCC(C)C3)CC1 (stereo not given) | -3.6% | -1.7% | 2% | -9 | 681 | 9% | 13% | 10% | -4% | 1
O/N=C(/CN(O)/C=C1/C=CC=N1)c1cccs1 | -4.0% | 1.8% | 2% | 2 | 824 | 6% | 14% | 4% | -2% | 1.1
CCN(CC)S(=O)(=O)c1ccc(NS(=O)(=O)c2ccc(C)c(C)c2)cc1 | -4.6% | 0.1% | -5% | 21 | 782 | 10% | -2% | 4% | -4% | 1
CCCC(=O)N1CCN(c2ccc(NC(=O)c3ccc(Br)o3)cc2)CC1 | -9.8% | 0.1% | 6% | 10 | 738 | 4% | -7% | -1% | -2% | 1.1
CCN1/C(=C/c2ccc3cc(C)cc(C)c3[n+]2CC)Sc2cc(C)ccc21 | 56% | -0.9% | 8% | -56 | 631 | 19% | 39% | -14% | -10% | 1
CCn1c(SCC(=O)Nc2cc(C)on2)nc2sc(C)c(C)c2c1=O | -3.8% | · | · | 2 | 753 | 12% | · | 4% | 5% | 1.1
Cc1ccc(-n2c(SCC(N)=O)nnc2-c2cnccn2)cc1 | · | · | 3% | 11 | 736 | · | 0% | · | 1% | ·
CCN1C(=O)C(CC(=O)NC)N(NC(=O)c2ccccc2)C1=S (stereo not given) | -8.6% | 1.4% | -4% | -6 | 641 | -3% | 8% | 3% | -7% | 1.1
CNC(=O)CCc1ccc(OC)cc1 | · | -0.1% | 3% | 14 | 751 | · | -12% | · | 4% | ·
O=C(COc1ccc(Cl)cc1Cl)N1CCCN(C(=O)COc2ccc(Cl)cc2Cl)CC1 | -5.8% | -1.4% | 5% | -14 | 763 | 7% | 6% | 7% | 2% | 1
Cc1[nH]c2ccccc2c1C(=O)CN1CCC(C)CC1 | -2.2% | 1.4% | 8% | · | · | -2% | 2% | -4% | 2% | 1.1
CCOc1ccc(/C(C)=N/NC(=O)Cn2nc([N+](=O)[O-])cc2C)cc1 | · | 1.0% | -2% | 7 | 738 | · | -13% | · | 0% | ·
Cc1sc(NC(=O)c2ccccc2)c(C#N)c1-c1ccccc1 | -1.3% | 5.1%[50 µM] | 1% | -28 | 584 | 8% | 14% | -1% | 3% | 1.3
O=C1C2C3C=CC(C3)C2C(=O)N1c1ccc(S(=O)(=O)Nc2nccs2)cc1 (stereo not given) | · | 0.2% | 9% | -14 | 765 | · | 2% | · | 14% | ·
O=C(Nc1cnn(Cc2c(Cl)cccc2Cl)c1)C(c1ccccc1)c1ccccc1 | -2.1% | 4.7% | -1% | -27 | 739 | 8% | 9% | 8% | 6% | 1.1
CCOc1cc(/C=N/NC(=O)c2cccs2)ccc1OC(=O)N1CCOCC1 | -12% | 2.8% | 5% | 7 | 641 | 0% | 7% | -5% | 8% | 1
COc1ccc(Cn2nnnc2CN2CCC(O)(c3ccc(F)cc3)CC2)cc1 | -4.4% | 0.5% | 0% | -32 | 667 | 7% | -17% | -5% | 16% | 1
C(=N\N1CCN(Cc2ccccc2)CC1)/c1cccs1 | -4.6% | 0.5% | 4% | 15 | 674 | -1% | 1% | -10% | 2% | 1.1
C#CC[N+](C)(C)CC#Cc1ccccc1 | -3.1% | 3.4% | · | -18 | 569 | -2% | · | 4% | 3% | 1
CCc1sc(-c2c(C#N)c(N)nc3c2CCCCCC3)cc1[N+](=O)[O-] | -6.0% | 1.5% | -2% | · | · | -11% | -14% | -3% | 5% | 0.9
O=C(O)CSc1nc(-c2ccccc2)c(-c2ccccc2)[nH]1 | · | -0.2% | 2% | 2 | 760 | · | -5% | · | 2% | ·
Cc1cc(C)n2nc(C(=O)OCC(=O)N(CC(C)C)CC(C)C)nc2n1 | -8.3% | 0.0% | -3% | 18 | 686 | -3% | 3% | -4% | 0% | 1.1
CCOC(=O)c1nnn(-c2nonc2N)c1CN(C)C1CCCCC1 | -3.8% | 0.5% | 1% | · | · | 5% | 10% | 7% | 0% | 1
CC1=CC(C)C2C(=O)N(c3ccccc3)C(=O)C2C1 (stereo not given) | -3.6% | 3.5% | -4% | -9 | 743 | 11% | -18% | 8% | -6% | 1.1
CCCCN1CCc2[nH]c(=S)[nH]c(=O)c2C1 | -8.1% | 0.2% | 6% | -28 | 609 | 0% | 17% | 9% | -1% | 1.1
CCC(CC)C(=O)Nc1cc(C)cc(C)c1 | 2.0% | 1.0% | 12% | · | · | -8% | 6% | -5% | -1% | 1.1
CCCn1nc(C(=O)Nc2cccc(C(=O)OC)c2)c2ccccc2c1=O | -21% | 0.6% | 3% | · | · | 6% | -2% | 6% | -3% | 1
Cc1ccc(-c2nnn(CC(=O)N(CCO)C(C(=O)NC3CCCCC3)c3ccncc3)n2)o1 (stereo not given) | -5.3% | · | 5% | 5 | 679 | -39% | 17% | -30% | 6% | 1.1
COc1cccc(-n2c(SCC(=O)Nc3nccs3)nnc2-c2ccoc2C)c1 | -1.6% | 2.9% | 6% | -1 | 667 | 4% | -2% | 0% | 5% | 1.1
CS(=O)(=O)N1CCN(C/C=C/c2ccccc2)CC1 | -6.7% | 0.4% | -3% | -3 | 776 | 2% | 2% | -4% | -3% | 1.1
